# TRHR ag – agonists of human TRH receptor | P34981 | TRHR cells, calcium flux fluo-8, FDSS agonist mode | activation, % at 2 µM | 360,000 compounds, 0.18% hits; also: 0% is about no effect
# Target sequence (P34981 whole entry, looked up): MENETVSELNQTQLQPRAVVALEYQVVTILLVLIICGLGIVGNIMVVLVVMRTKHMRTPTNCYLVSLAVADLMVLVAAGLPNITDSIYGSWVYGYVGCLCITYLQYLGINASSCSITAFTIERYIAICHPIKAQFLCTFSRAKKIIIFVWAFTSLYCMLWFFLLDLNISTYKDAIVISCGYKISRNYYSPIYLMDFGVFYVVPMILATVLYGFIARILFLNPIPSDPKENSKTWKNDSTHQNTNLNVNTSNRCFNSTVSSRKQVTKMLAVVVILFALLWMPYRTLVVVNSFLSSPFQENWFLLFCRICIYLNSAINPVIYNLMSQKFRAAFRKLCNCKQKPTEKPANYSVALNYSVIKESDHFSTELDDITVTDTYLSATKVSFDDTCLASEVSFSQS
#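 In this calcium-flux screen, cells bearing human TRHR are dye-loaded with fluo-8, baselined for 10 cycles, then exposed to library compounds; positive kinetic calcium responses during the agonist phase mark hits, with TRH as control.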
# D2 ag – D2 dopamine receptor (human) agonism. P14416. HEK293 T-REx D2 cells, calcium flux agonist mode. activation, % at 2 µM. 340,000 compounds, 0.53% hits. AID 485358;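 active = activation over 3 SD above normal in the single-dose calcium agonist read, cut at about 30% in these data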; also: 0% is about no effect
# Target sequence (P14416 whole entry, looked up): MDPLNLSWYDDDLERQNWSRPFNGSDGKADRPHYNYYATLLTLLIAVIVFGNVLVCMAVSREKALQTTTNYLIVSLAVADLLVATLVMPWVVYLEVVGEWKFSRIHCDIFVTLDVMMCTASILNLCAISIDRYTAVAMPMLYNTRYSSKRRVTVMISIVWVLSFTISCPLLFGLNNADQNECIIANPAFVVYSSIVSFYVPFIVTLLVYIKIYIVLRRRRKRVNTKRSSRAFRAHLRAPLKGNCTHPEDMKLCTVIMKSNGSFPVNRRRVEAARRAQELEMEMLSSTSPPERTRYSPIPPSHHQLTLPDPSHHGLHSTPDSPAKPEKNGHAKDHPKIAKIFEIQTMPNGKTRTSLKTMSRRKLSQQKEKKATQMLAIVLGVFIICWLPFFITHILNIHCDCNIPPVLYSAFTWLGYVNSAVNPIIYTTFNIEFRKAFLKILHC
#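 Calcium-flux readout, 1 cycle/sec over 180 s following compound pin transfer, in inducible HEK293 Trex D2 cells (force-coupled); dopamine controls included. Positive calcium responses during this window marked compounds as potential agonists.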
# D2 potentiator – positive allosteric modulators of human D2 dopamine receptor; P14416; HEK293 T-REx D2, calcium flux, EC20 dopamine potentiation; potentiation, % at 10 µM; 340,000 compounds, 0.34% hits;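 active = potentiation over 3 SD above the plate norm, cut at about 30% in these data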; also: 0% is about no effect
#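 Tetracycline-induced Hek293 Trex D2 cells, force-coupled to calcium, loaded with no-wash calcium dye. Compound added with 180 s kinetic read for agonism, then EC20 dopamine and a further 180 s read for potentiation.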
# D1 antag – antagonists of human D1 dopamine receptor. P21728. HEK293 TREx D1 cells, calcium flux, dopamine EC80; stronger effect = lower value. activity change, negative = inhibition, % at 10 µM. 360,000 compounds, 3.2% hits; in the data active = activity change below about -30%; also: % is scaled to controls: 0 for no effect and ±100 for the full control effect
#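 Calcium flux readout: force-coupled, inducible Hek293 Trex D1 line, cells induced overnight at 30 C with tetracycline, dye-loaded 30–90 min at RT. Antagonism scored against EC80 dopamine challenge given 180 s after compound.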
# D1 PAM – enhances dopamine response at the human D1 receptor | 360,000 compounds, 0.036% hits | potentiation, % at 10 µM | HEK293 TREx D1 cells, calcium flux, dopamine EC20 potentiation | AID 504651; in the data active = potentiation above about 30%; also: 0% is about no effect
# D2 antagonist – D2 dopamine receptor (human) antagonism; P14416; AID 485344; inhibition, % at 10 µM; 340,000 compounds, 2% hits; HEK293 TREx D2 cells, calcium flux, dopamine EC80; in the data active = inhibition above about 30%; also: 0% is about no effect
#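 HEK293 T-REx D2 cells, tet-induced, calcium dye no-wash. Cpd pintool add, 180 s kinetic, then EC80 DA, 180 s kinetic. Ca flux read.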
# D1 agonist – human D1 receptor agonism. HEK293 T-REx D1 cells, calcium flux, agonist mode. activation, % at 2 µM. 360,000 compounds, 1% hits; also: 0% is about no effect
#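 Agonism was scored from calcium flux recorded over 180 s (1 read/s) after pintool compound addition, following a 10-cycle baseline. Cells were inducible force-coupled HEK293 TREx D1, plated overnight at 30 C and loaded with no-wash calcium dye.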
# TRHR enhancer – allosteric enhancers of human TRH receptor | P34981 | enhancement, % at 2 µM | 360,000 compounds, 0.66% hits | AID 493056 | TRHR cells, fluo-8 calcium fluorescence, EC20 TRH enhancement; in the data active = enhancement above about 30%; also: 0% is about no effect
#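 Enhancer read-out: after compound pinning and an initial kinetic agonist-mode read, an EC20 of TRH (10 nM final) was injected and fluo-8 calcium signal (Ex 480/Em 530) followed at 1 s/cycle for 100 cycles in TRHR-expressing cells.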
# RXFP1 antag – antagonists of human relaxin receptor RXFP1. HEK293-RXFP1, relaxin-stimulated cAMP HTRF, 30 min; stronger effect = lower value. 350,000 compounds, 0.59% hits. activity change, negative = inhibition, % at 57.5 µM;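 active = activity change of -60% or lower, but not beyond a set lower limit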; also: % is scaled to controls: 0 for no effect and ±100 for the full control effect
# An asterisk follows results filed as active; / = no result given. Rule as the data show it, unless noted: active = activation above about 30%; inactive = the rest.
# The line under a structure holds: RXFP1 antag, D1 PAM, D2 potentiator, TRHR ag, D2 ag, D1 antag, D1 agonist, TRHR enhancer, D2 antagonist
1. CCCCNC(=O)c1nn(-c2ccc(CC)cc2)nc1CO
  -28.1, 0.1, -3.1, -1.7, -1.2, -0.2, 0.3, 1.5, /
2. O=C(Cn1cnc2ccccc21)N/N=C/c1ccccc1
  2.8, -5.0, 8.6, 0.2, 5.4, 1.9, 3.7, 0.6, 14.4
3. COc1ccc(Cl)cc1S(=O)(=O)NC(C)C(=O)NCc1ccc2c(c1)OCO2 (configuration not stated)
  -7.9, -0.5, -6.2, -0.3, 1.1, 5.9, -0.5, -21.1, -5.8
4. CN(C)S(=O)(=O)c1ccc(Nc2nc(C3CC3)nc3c2nnn3Cc2ccccc2Cl)cc1
  -12.0, -1.4, -2.2, 1.6, 2.0, 13.0, 0.0, 1.3, -12.3
5. CCOC(=O)c1cnc(-n2[nH]c(C)cc2=O)[nH]c1=O
  9.3, 1.1, -1.2, -0.3, 0.6, 3.0, 5.3, -0.6, -5.2
6. N#C/C(=C\c1ccc(O)c(O)c1)C(=O)NCCCc1ccccc1
  /, 3.9, 8.9, 2.4, 1.3, -13.8, 4.1, 2.8, -7.3
7. CC(C)=CCC(C)(C)C1OCCN1C(=O)Nc1ccccc1 (configuration not stated)
  0.9, -8.7, 8.3, 0.5, 0.3, -1.9, 1.4, 10.7, -1.1
8. O=C(NC(=S)N1CCN(C/C=C/c2ccccc2)CC1)c1ccco1
  5.8, 4.8, -17.9, 0.3, 48.0*, -7.1, 1.5, 0.1, 9.2
9. O=C(c1cc(COc2ccccc2)on1)N1CCCC(CN2CCOCC2)C1 (configuration not stated)
  -9.3, -4.2, -3.2, 0.2, 0.1, -0.5, 4.0, -1.1, 3.8
10. CCn1c(CC(=O)Nc2ccc(C)c(Cl)c2)nnc1SCc1ccc(Cl)c(Cl)c1
  -11.2, -3.1, 11.9, 0.3, 0.5, -7.4, 2.5, 0.1, 10.6
11. COC(=O)c1ccc(NC(=O)CO/N=C2\CCCc3nonc32)cc1
  -10.3, -1.9, -3.3, 0.8, 0.2, 10.5, 4.6, -1.4, 8.4
12. O=C1c2ccccc2C(=O)N1CCCc1nc2ccccc2c(=O)n1CCCn1ccnc1
  14.0, -1.7, 5.7, -1.2, 3.9, -4.9, 0.3, 0.4, -16.5
13. CC(=O)Nc1ccc(C(=O)N2CCCC2)cc1
  -0.9, -1.6, 32.2*, 0.1, -0.2, -11.4, 1.9, 5.2, 1.4
14. O=C(CC12CC3CC(CC(C3)C1)C2)N1CCOCC1
  -4.8, -1.9, 15.0, 0.6, 1.1, 4.3, 0.4, 0.7, 0.7
15. COc1cc(C(=O)NCC(=O)NNC(=O)C2COc3ccccc3O2)cc(OC)c1OC (configuration not stated)
  -7.7, -2.3, -13.5, 0.7, /, -22.1, 3.3, 9.6, /
16. Cc1ccccc1C(=O)N1CCC(C(=O)NCCc2ccc(S(N)(=O)=O)cc2)CC1
  -13.3, -5.7, 3.0, 0.5, 0.3, 3.1, 4.5, 14.4, 5.5
17. COc1cc(-c2nnc(COC(=O)c3ccc(C)o3)o2)cc(OC)c1OC
  -1.5, -2.0, -2.1, 0.0, 0.8, -6.7, 0.6, 2.6, -0.5
18. COc1ccccc1N(C)S(=O)(=O)c1ccc(C(=O)OCC(=O)c2c[nH]c3ccccc23)cc1
  -16.5, -3.0, 8.9, 1.3, 1.7, 0.9, 13.0, 3.7, 8.3
19. O=[N+]([O-])c1ccc(CN2CCN(c3nc4ccccc4s3)CC2)cc1
  -9.9, -10.5, 5.9, -2.4, 0.4, -3.8, 3.4, 17.0, -10.5
20. CCN(CC)S(=O)(=O)N1CCC(C(=O)NC2CCCc3ccccc32)CC1 (configuration not stated)
  -8.0, -3.1, -2.0, -0.8, 0.1, -1.3, 9.1, 0.6, -8.3
21. COc1ccc([N+](=O)[O-])cc1C(=O)Nc1ccc(Cc2ccncc2)cc1
  1.2, -6.7, -5.5, -0.3, 0.8, -7.7, 1.6, -6.8, -4.6
22. O=C(c1cccc(COc2cccc3ccccc23)c1)N1CCCC1
  -15.6, -4.3, 48.4*, -0.4, 0.7, 3.9, -0.3, 6.2, -20.9
23. O=C(CN1CCOCCOCCN(CC(=O)Nc2ccccc2)CCOCC1)Nc1ccccc1
  2.7, 0.5, -4.8, -0.9, 1.1, 8.3, 1.2, -4.3, 17.2
24. O=C(Nc1cccc(NC(=O)c2ccco2)c1)c1cccc(Br)c1
  2.0, -5.5, -2.2, -0.3, -0.4, -2.6, 0.0, 5.6, -9.0
25. COc1ccc(OC)c(S(=O)(=O)N2CCCC(C(=O)NCc3cccnc3)C2)c1 (configuration not stated)
  6.2, -1.9, 8.4, -0.2, 0.0, -1.1, 3.0, 19.4, -9.2
26. COc1ccc(N2CCN(C(=O)c3cc4c(C)nc5ccccc5c4o3)CC2)cc1
  -76.3*, -1.3, -8.3, -0.4, 0.3, -3.0, 0.2, -4.9, 1.5
27. CCOc1ccccc1NC(=O)CSc1nncc2ccccc12
  1.4, 1.4, 34.7*, -0.8, -0.4, 8.8, 1.0, 26.2, -26.5
28. CNC(=O)c1ccc(Nc2nnc(-c3ccc(C)c(S(=O)(=O)NCC4CCCO4)c3)c3ccccc23)cc1 (configuration not stated)
  20.3, -5.2, 1.6, 1.0, -1.0, -12.7, 1.6, 10.6, -16.3
29. CC1CN(C2CCN(C(=O)COc3ccccc3)CC2)CC(C)O1 (configuration not stated)
  -4.8, 0.8, 1.9, 0.6, 0.3, 2.1, 2.2, -2.3, -12.1
30. Cc1ccccc1C1=N/C(=C/c2cccnc2)C(=O)O1
  1.5, -4.2, 5.9, 1.2, /, -0.8, 2.6, 3.5, /
31. O=[N+]([O-])c1ccc(OCCOc2ccccc2/C=N/n2cnnc2)cc1
  3.8, -2.7, /, -1.9, /, 0.3, 5.8, -13.3, /
32. COC(=O)C1=C(C)NC(=O)/C1=C/c1ccc(CNS(=O)(=O)c2ccc(C)cc2)o1
  -10.2, 22.3, 0.8, 1.8, -0.2, -23.3, 1.6, -4.8, -0.5
33. CCOC(=O)NC1(C(F)(F)F)NC(=O)N(c2ccc(F)cc2)C1=O (configuration not stated)
  5.4, 6.3, 13.3, 0.3, /, -6.3, 0.7, -2.9, /
34. Cc1nn(-c2ccccc2)c(C)c1NC(=O)COC(=O)c1ccccc1
  1.4, 1.6, 13.5, -0.4, 0.3, -10.6, 0.3, -12.3, -2.7
35. COCCn1nnnc1C(C(C)C)N(Cc1cccnc1)Cc1cc2cc(OC)ccc2[nH]c1=O (configuration not stated)
  0.8, -5.0, 12.4, -0.5, 0.7, 10.0, 1.9, 3.7, -13.2
36. Cc1cc(C(=O)NCCN2CCCCC2C)n(-c2ccccc2)n1 (configuration not stated)
  /, 3.0, 9.9, 0.8, 1.1, 26.4, 1.1, 12.8, -21.4
37. O=c1[nH]c2cc(S(=O)(=O)CCO)ccc2o1
  -3.9, 6.0, 9.0, 1.0, 0.6, 8.8, 2.5, 1.8, -4.4
38. COc1ccc(S(=O)(=O)Nc2ccc(-c3ccc(N4CCCC4)nn3)cc2)cc1F
  -5.4, -0.1, -1.5, -0.4, -0.8, 6.9, -1.9, 2.7, /
39. CCC(C)C(NC(=O)c1ccccc1NC(=O)c1ccc(C)cc1)C(=O)O (configuration not stated)
  -1.1, -1.0, 25.2, 0.3, 0.0, -10.3, 1.3, 7.2, -6.6
40. O=C1CC(Cc2ccccc2)C(=O)N1c1ccccn1 (configuration not stated)
  -0.8, 5.4, 8.5, 0.4, 1.4, 5.7, 1.0, 10.3, 7.8
41. O=C(Oc1ccccc1N1CCOCC1)c1ccccc1
  -10.4, -9.2, 1.3, 0.3, -0.1, -4.4, 0.4, -0.4, -7.3
42. COc1cccc(CC(=O)NN2C(=O)NC3(CCCCC3)C2=O)c1
  -3.5, /, -5.9, 0.3, 0.5, 4.8, 2.3, -1.4, 7.7
43. CN1CCc2nc3sc(C(=O)Nc4ccccc4OC(F)(F)F)c(N)c3cc2C1
  -20.1, 0.4, 0.6, 1.0, -0.5, 8.6, 5.5, 0.0, /
44. COc1cc(OC)c(NC(=O)c2cc(C)nc3c2c(C)nn3-c2ccc(C)cc2)cc1Cl
  8.4, -5.5, 5.3, 0.7, /, -6.8, 0.8, 6.2, /
45. O=C(NCc1ccc2c(c1)OCO2)C1CCN(c2ccc(S(=O)(=O)N3CCCC3)cc2)CC1
  -5.3, 0.6, 22.2, -0.2, 0.0, -10.1, 17.9, -3.7, -0.5
46. Cc1c(NC(=O)C(C)N2C(=O)C3C4C=CC(C4)C3C2=O)c(=O)n(-c2ccccc2)n1C (configuration not stated)
  /, /, 16.2, 0.3, 0.2, -6.2, 6.0, -3.6, 28.6
47. CCN(c1ccccc1)S(=O)(=O)c1cc(OC)ccc1OC
  -0.1, -3.1, -11.8, -1.1, -0.8, -0.1, 4.4, -6.2, 12.8
48. CC(C)CNc1nc(S(=O)(=O)c2ccccc2)c(Cl)s1
  -10.4, -6.7, -1.3, -0.4, -0.4, -36.9*, 2.2, -11.8, 12.6
49. COCCN(C(=O)Cc1cccs1)C(C(=O)NCc1ccc(OC)cc1)c1ccccc1 (configuration not stated)
  -12.5, -4.3, -7.9, 0.1, 0.2, -3.6, 2.1, -7.5, 3.0
50. CCNC(=O)COC(=O)c1cc(-c2ccccc2)nn1-c1ccccc1
  -14.8, 0.3, 4.3, 0.3, 4.1, -11.2, 3.7, 10.2, 1.2
51. CC(Oc1ccc(Cl)cc1Cl)C(=O)NNC(=O)c1cccnc1 (configuration not stated)
  4.5, -8.8, -2.4, -0.4, 0.2, 15.1, 1.5, -0.4, -20.6

# Of the compounds above, six contain a Cl atom:
# The line under a structure holds: RXFP1 antag, D1 PAM, D2 potentiator, TRHR ag, D2 ag, D1 antag, D1 agonist, TRHR enhancer, D2 antagonist
3. COc1ccc(Cl)cc1S(=O)(=O)NC(C)C(=O)NCc1ccc2c(c1)OCO2 (configuration not stated)
  -7.9, -0.5, -6.2, -0.3, 1.1, 5.9, -0.5, -21.1, -5.8
4. CN(C)S(=O)(=O)c1ccc(Nc2nc(C3CC3)nc3c2nnn3Cc2ccccc2Cl)cc1
  -12.0, -1.4, -2.2, 1.6, 2.0, 13.0, 0.0, 1.3, -12.3
10. CCn1c(CC(=O)Nc2ccc(C)c(Cl)c2)nnc1SCc1ccc(Cl)c(Cl)c1
  -11.2, -3.1, 11.9, 0.3, 0.5, -7.4, 2.5, 0.1, 10.6
44. COc1cc(OC)c(NC(=O)c2cc(C)nc3c2c(C)nn3-c2ccc(C)cc2)cc1Cl
  8.4, -5.5, 5.3, 0.7, /, -6.8, 0.8, 6.2, /
48. CC(C)CNc1nc(S(=O)(=O)c2ccccc2)c(Cl)s1
  -10.4, -6.7, -1.3, -0.4, -0.4, -36.9*, 2.2, -11.8, 12.6
51. CC(Oc1ccc(Cl)cc1Cl)C(=O)NNC(=O)c1cccnc1 (configuration not stated)
  4.5, -8.8, -2.4, -0.4, 0.2, 15.1, 1.5, -0.4, -20.6

# Screens deposited in PubChem BioAssay by National Center for Advancing Translational Sciences (NCATS).

# The order is random; any-hit rate near 7.3%.
